# LmPK inh – blocks Leishmania mexicana pyruvate kinase activity | Q27686 | purified LmPK, Kinase-Glo ATP luminescence, 1 h | Potency, µM (doses to about 57.5 µM), inactives show top-dose activity change, negative = inhibition, hits mostly inhibitors | 0.37% of 290,000 active
# Target sequence (Q27686 whole entry, looked up): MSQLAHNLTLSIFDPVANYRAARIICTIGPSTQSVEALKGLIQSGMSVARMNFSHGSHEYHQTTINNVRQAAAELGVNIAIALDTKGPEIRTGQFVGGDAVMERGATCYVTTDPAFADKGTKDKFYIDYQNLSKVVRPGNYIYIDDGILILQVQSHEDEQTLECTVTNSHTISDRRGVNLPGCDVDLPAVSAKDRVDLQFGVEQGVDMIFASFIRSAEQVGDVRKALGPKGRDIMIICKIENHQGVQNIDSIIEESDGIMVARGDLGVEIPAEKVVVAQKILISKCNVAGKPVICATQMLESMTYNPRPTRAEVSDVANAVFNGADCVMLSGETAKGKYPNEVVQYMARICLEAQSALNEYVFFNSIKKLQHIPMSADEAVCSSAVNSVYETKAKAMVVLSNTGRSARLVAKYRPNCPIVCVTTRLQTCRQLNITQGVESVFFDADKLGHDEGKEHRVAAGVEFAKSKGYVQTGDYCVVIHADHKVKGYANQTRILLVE
#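 qHTS format; LmPK 0.1 nM; substrates PEP 0.5 mM and ADP 0.1 mM. One-hour room-temperature incubation, then coupled luciferase luminescence; 0.5 nM enzyme wells mark activation.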
# Pf growth 96h – inhibits malaria parasite growth, 96 h | P. falciparum luciferase reporter growth, 96 h | Potency, µM (doses to about 28.7 µM), inactives show top-dose activity change, negative = inhibition, most hits filed as inhibitors | 6.9% of 320,000 active
#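 P. falciparum expressing integrated firefly luciferase grown in erythrocytes (2% hematocrit, 0.05% parasitemia final) with compounds for 96 hours at 37 C, 5% CO2. Growth inhibition read as loss of luminescence after adding luciferase detection reagent.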
# Sm TGR inh – blocks Schistosoma mansoni thioredoxin glutathione reductase; purified TGR, DTNB reduction, TNB absorbance 405 nm; 3% of 360,000 active; Potency, µM (series often up to 114 µM), without a hit: at the top dose activity change, negative = inhibition, usual class: inhibitors; Q962Y6; AID 485364; also: nearly all actives have a fitted effect of over 60% in size
#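 TGR 20 nM + NADPH 100 uM (dispensed conc.), cpd preinc 15 min RT; start with NADPH (500 uM addition) then DTNB (15 mM addition). Kinetic TNB absorbance, 405 nm filter. Four-parameter Hill fit across titration.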
# Pf growth 48h – inhibits P. falciparum growth in the first generation, 48 h; P. falciparum luciferase growth in erythrocytes, 48 h; Potency, µM (doses to about 28.7 µM), for inactives: at the highest dose activity change, negative = inhibition, usual class: inhibitors; 5.9% of 310,000 active
#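 First compound was added to culture medium, then infected red cells at 0.1% parasitemia and 2% hematocrit (final). After incubation at 37 C under 5% CO2, luciferase detection reagent was dispensed and light output recorded.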
# Tb PYK inh – inhibitors of Trypanosoma brucei pyruvate kinase; Q57TT1; TbPYK enzyme, Kinase-Glo Plus ATP luminescence, 45 min; Potency, µM (titrated, usually from 76.8 µM), for the others: at the highest dose activity, negative = inhibition, usual class: inhibitors; 0.12% of 410,000 active; also: nearly all actives have a fitted effect of over 50% in size
#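 ADP (130 uM final) triggers the TbPYK reaction after compound addition; incubation is 45 min at room temperature. Kinase-Glo Plus is then added and luminescence imaged. Normalized data are fitted to concentration-effect curves.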
# HCV inh – inhibitors of hepatitis C virus infection; 3.4% of 340,000 active; Huh7.5.1 HCVcc-Cre infection, luciferase reporter, 44 h; Potency, µM (series often up to 41.8 µM), for the others: top-dose activity change, negative = inhibition, actives largely listed as inhibitors; AID 651820
#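 HCVcc-Cre virus at an moi near 0.5 was added right after compound to cells cultured 4 h from seeding (1,000 cells/well). Luciferase activity was determined 44 h later, 15 min after substrate addition at RT.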
# * = called active by the depositor; ? = inconclusive; · = not tested or not shown; [ ] = remark or other dose. Calls follow the shape of the dose curve; as a rule, active = well fitted curve in the direction sought with a large enough effect; inconclusive = small, poorly fitted or top-dose-only effect, or another doubt; inactive = no such curve, though single readings can be large; an effect the other way counts as inactive or inconclusive. % is scaled to controls: 0 for no effect and ±100 for the full control effect; potency is read from the fitted curve at half-maximal effect.
compound	LmPK inh	HCV inh	Sm TGR inh	Tb PYK inh	Pf growth 96h	Pf growth 48h
O=C(c1cc2ccccc2oc1=O)N(Cc1cccc(Br)c1)C1CCS(=O)(=O)C1 (configuration not stated)	-4%	2%	4%	2%	-6%	-9%
CC(C)(C)NS(=O)(=O)c1ccc(OCC(=O)Nc2ccc3c(c2)OCCO3)cc1	0%	-9%	4%	-3%	32%[activator]	?
CC1CN(S(=O)(=O)N(C)C)CCN1S(=O)(=O)N(C)C (configuration not stated)	-2%	18%	2%	6%	11%	·
CCCCN(CCCC)Cc1ccc(C(=O)NNC(=O)Nc2ccc(F)cc2)o1	0%	-11%	8%	3%	-26%	-5%
Cc1nc(SCC(=O)NCC2CCCO2)[nH]c(=O)c1C (configuration not stated)	·	9%	-2%	-2%	4%	15%
CCc1ccc(C2C(C(C)=O)=C(C(=O)OC)Nc3nnnn32)cc1 (configuration not stated)	1%	-1%	-20%	2%	5.2µM*	-17%
CCCSCCCNC(=O)Cn1cc2c(n1)CCCCC2	2%	15%	-7%	2%	-18%	16%
COc1cc(C)c(N)cc1C(C)C	0%	4%	-23%	-2%	·	4%
Cn1c(CCN2CCCCC2)nc2cc(NC(=O)COc3ccccc3)ccc21	-6%	-5%	-26%	-8%	-4%	?
CCOC(OCC)P(=O)(c1ccccc1)c1ccccc1	-5%	10%	3%	-5%	12µM*	9%
O=C(Cn1ncn2c(cc3ccccc32)c1=O)NCc1ccco1	2%	5%	32µM*	-5%	?	-3%
Cc1ccc(OC(C)C(=O)N=Nc2c(O)[nH]c3ccc([N+](=O)[O-])cc23)cc1 (configuration not stated)	3%	?	0%	-6%	7%	-4%
O=S(=O)(Nc1cc(Cl)ccc1N1CCOCC1)c1ccccc1Cl	·	-5%	0%	-3%	?	13µM*
CCn1cc(C(=O)NCCCN2CCC(C)CC2)c(=O)c2cc(S(=O)(=O)N3CCOCC3)ccc21	0%	-2%	-6%	10%	?	?
CCCCn1c(O)c(C=Nc2c(C)n(C)n(-c3ccccc3)c2=O)c(=O)[nH]c1=O	-2%	17%	3%	-7%	0%[5.75 µM]	12%
CCC(CO)Oc1cc(NCc2ccccc2Cl)c2ncn(C(C)C)c2c1 (configuration not stated)	·	2.2µM*	-19%	-5%	?	3.3µM*
COc1ccc2cc3cc(C(=O)NCCN4CCN(Cc5ccccc5)CC4)oc3nc2c1	2%	2%	-22%	2%	11%	?
COc1cc2c(cc1OC)[C@H](C)N(C(=O)CSc1nc(O)c(C(C)C)c(=O)[nH]1)CC2	-4%	-7%	7%	-5%	?	?
C=CCOc1nc(-c2ccncc2)nc2ccccc12	4%	5µM*	-15%	3%	18%	7.4µM*
Nc1ccc(Oc2ccc3c(c2)C(=O)NC3=O)cc1	4%	3%	-5%	0%	?	10%
CCCc1cc(=O)[nH]c(SC(C)C(=O)Nc2ccc3c(c2)OCCO3)n1 (configuration not stated)	·	-23%	3%	-3%	5%	17%
CCc1ccc(NC(=O)C(=O)NNC(=O)c2cccc(OC)c2)cc1	-1%	7%	-2%	1%	10%	25%
O=C(Nc1nccs1)[C@@H]1CCCN1C(=O)c1cccs1	-2%	2%	8%	-5%	12%	0%
O=C(COc1ccc(Cl)cc1Cl)OCn1nnc2ccccc2c1=O	5%	12%	2%	4%	24%	·
CCn1cc(C(C)NC(=O)COc2ccc(Cl)cc2C)c(C)n1 (configuration not stated)	-4%	11%	16%	1%	·	-14%
CC(=O)N1c2ccc(S(=O)(=O)N(C)CC(=O)N3CCCC3)cc2CC1C (configuration not stated)	2%	20%	2%	0%	?	-4%
CN(CC(=O)Nc1cccc(F)c1)C(=O)C1CC(=O)N(Cc2ccco2)C1 (configuration not stated)	·	2%	4%	2%	?	-27%
CC(=O)Nc1cc(C(=O)O)ccc1S(=O)(=O)c1ccc(Cl)cc1	0%	19%	?	-5%	36%[activator]	3%
COc1ccc(CNCc2cc(C)c(OC)cc2C)c(OC)c1	-8%	-29%	-10%	9%	?	-53%
O=C(NCCCN1CCCC1=O)c1cccc(NS(=O)(=O)c2ccccc2)c1	·	9%	-8%	0%	?	3%

# Sorted by SMILES length (lowest first): some entries from above.
compound	LmPK inh	HCV inh	Sm TGR inh	Tb PYK inh	Pf growth 96h	Pf growth 48h
CCn1cc(C(C)NC(=O)COc2ccc(Cl)cc2C)c(C)n1 (configuration not stated)	-4%	11%	16%	1%	·	-14%
COc1ccc2cc3cc(C(=O)NCCN4CCN(Cc5ccccc5)CC4)oc3nc2c1	2%	2%	-22%	2%	11%	?
Cc1ccc(OC(C)C(=O)N=Nc2c(O)[nH]c3ccc([N+](=O)[O-])cc23)cc1 (configuration not stated)	3%	?	0%	-6%	7%	-4%

# Remaining list, next part:
compound	LmPK inh	HCV inh	Sm TGR inh	Tb PYK inh	Pf growth 96h	Pf growth 48h
CCOC(=O)c1sc(NC(=O)c2ccccc2OC)nc1C	-20%	14%	4%	-12%	93%[activator]	140%[activator]
Cc1cc(C)nc(-n2nc(C)c3c(C)c(C)c(C)nc32)n1	0%	·	0%	·	?	·
COc1ccccc1N1CCN(C(=O)/C=C/c2ccco2)CC1	-6%	17%	50µM*	-20%	-20%	4%
CC(=O)c1cccc(NC(=S)NC(=O)c2ccc(C)cc2)c1	-2%	-22%	·	3%	10%	71%[activator]
COc1ccc(CCNC(=O)COC(=O)COc2c(C)cc(C)cc2C)cc1OC	5%	20%	0%	5%	-1%	2%
O=c1c2c3c(sc2n2cnnc2n1C1CCCCC1)CCC3	1%	·	58%[activator]	·	?	8%
CCCNC(=S)N1CCN(Cc2ccc3c(c2)OCO3)CC1	0%	4%	12%	-10%	-30%	16%
CCC(=O)c1ccc(OCC(=O)OC(C)C(=O)NCc2ccc3c(c2)OCO3)cc1 (configuration not stated)	·	21%	-1%	2%	21%	?
COc1ccc(/C=C/C(=O)N2CCN(c3ccccn3)CC2)c(OC)c1OC	0%	-27%	0%	-10%	?	-31%
O=C1c2ccccc2C(O)N1Cc1ccco1 (configuration not stated)	-7%	15%	-18%	5%	-32%	1%
O=C(OCc1ccccc1)/C(=C/c1ccc(Cl)cc1)NC(=O)c1ccccc1Cl	3%	7%	8%	6%	20%	10%
Cc1cc(C)n(CC(=O)Nc2ccc(N3CCOCC3)c(Cl)c2)c(=O)c1C#N	-1%	-1%	-1%	4%	-7%	8%
O=C(CN1CCN(Cc2ccc(F)cc2)C1=O)NCc1cccs1	1%	11%	-26%	3%	?	·
CCCCC(=O)N1CCN(c2nc3ccc(Br)cc3s2)CC1	-6%	11µM*	-4%	1%	18%	48%[activator]
CCOc1ccc(-n2ccnc(SCC(=O)NCCc3ccccc3)c2=O)cc1	·	7%	-17%	3%	5%	3%
O=c1[nH]c(/C=C\c2ccccc2F)nc(O)c1[N+](=O)[O-]	-2%	17%	-25%	-6%	13µM*	-9%
COc1cccc(OC)c1C(=O)Nc1c(C)n(C)n(-c2ccccc2)c1=O	3%	13%	-4%	2%	10µM*	5%
COc1ccc(CCNC(=O)Cn2nnc(-c3ccc(OC)c(OC)c3)n2)cc1OC	0%	-29%	1%[57.1 µM]	1%	16%	-10%
COc1ccc(CCNC(=S)NCCc2ccc(OC)c(OC)c2)cc1OC	1%	?	12%	?	13µM*	6.6µM*
CN1C(=O)CC(=O)N(c2ccccc2)c2cc(Cl)ccc21	·	·	·	4%	-17%	-17%
CCN(c1ccccc1)S(=O)(=O)c1cccc(C(=O)NCC(c2cccs2)N(C)C)c1 (configuration not stated)	7%	?	1%	-11%	-29%	39%[activator]
Cc1c(NC(=O)Cn2ccc([N+](=O)[O-])n2)c(=O)n(-c2ccccc2)n1C	3%	-1%	-18%	1%	6%	?
O=C(c1ccc(CS(=O)Cc2ccc(Cl)cc2)o1)N1CCN(c2cccc(Cl)c2)CC1 (configuration not stated)	1%	?	-25%	1%	22%	15%
CC(C)c1ccc(NC(=O)C2CC(=O)N(C(C)C)C2)cc1 (configuration not stated)	7%	7%	1%	-7%	-6%	23%
Cc1cccc(NC(=O)CCS(=O)(=O)c2ccc(Br)cc2)c1	-2%	8%	-4%	9%	24%	24%
Cc1cc(C)nc(N(C#N)CN2C(=O)c3ccccc3C2=O)n1	2%	8%	-11%	-8%	-19%	8%
CN(CC(=O)Nc1cccc([N+](=O)[O-])c1)S(=O)(=O)c1ccccc1	0%	-7%	-32%	-2%	49%[activator]	9%
Cc1ccc(S(=O)(=O)NCCOc2nc(N(C)C)nc(N(C)C)n2)cc1	-4%	-21%	9%	-24%	?	-21%
O=C(COCC(=O)N/N=C/c1ccc(F)cc1)N/N=C/c1ccc(F)cc1	1%	3%	-8%	-3%	-29%	-8%
COC(=O)c1oc2ccc(Cl)cc2c1N	-5%	-13%	4%	-5%	?	61%[activator]

# Continued:
compound	LmPK inh	HCV inh	Sm TGR inh	Tb PYK inh	Pf growth 96h	Pf growth 48h
S=C(Nc1ccc2cn[nH]c2c1)Nc1ccccc1Cl	2%	14%	?	0%	175%[activator]	114%[activator]
CCC(C)(c1nnnn1-c1c(C)cccc1C)N(N=O)c1ccccc1Cl (configuration not stated)	3%	?	6%	-6%	?	?
O=C(N/N=C/c1cccc(F)c1)c1c(O)c2ccccc2[nH]c1=O	-5%	13µM*	-20%	6%	-13%	18%
CCOC(=O)N1CCN(CC(O)COc2c(C)cc(C)cc2C)CC1 (configuration not stated)	1%	-3%	-12%	-10%	133%[activator]	15%
CC(C)c1ccc(NC(=O)[C@@H](C)NC(=O)[C@@H]2Cc3ccccc3CN2)cc1	4%	1%	1%	-6%	8%	2%
C=CCS/C(N)=N\N=C\c1cc(Br)cc([N+](=O)[O-])c1O	-6%	14%	-12%	-15%	61%[activator]	51%[activator]
COc1ccc(CN2CCN(C(=O)C3CC(=O)N(C4CCCCCC4)C3)CC2)c(OC)c1OC (configuration not stated)	1%	?	4%	2%	?	?
CCn1c(SCC(=O)Nc2nonc2C)nnc1-c1ccoc1C	-1%	9%	-20%	4%	-15%	-3%
COc1cccc(/C=N\NC(=O)c2ccc(C)nc2)c1	-3%	17%	1%	-4%	?	29%
Cc1[nH]c2ccc(-c3nnc(SCC(=O)N4CCCc5ccccc54)o3)cc2c1C	6%	?	0%	0%	-25%	-6%
CCOc1ccccc1C(=O)NCCc1cnc[nH]1	0%	0%	-2%	-4%	16%	25%
CC1CC(C)CN(C(=O)C2CCN(S(=O)(=O)N3CCC4(CC3)OCCO4)CC2)C1 (configuration not stated)	6%	11%	4%	-3%	?	29%
COc1ccc(C[C@H]2c3cc(O)c(OC)cc3CC[N+]2(C)[O-])cc1O (some centres not stated)	5%	?	18µM*	-8%	?	?
Cc1cc(C)c(-n2nnnc2SC(C)C)c(C)c1	-3%	9%	-3%	-4%	?	-11%

# Reformatted field by field: 4 of the compounds above
COc1ccc(CN2CCN(C(=O)C3CC(=O)N(C4CCCCCC4)C3)CC2)c(OC)c1OC (configuration not stated)
  LmPK inh = 1%
  HCV inh = ?
  Sm TGR inh = 4%
  Tb PYK inh = 2%
  Pf growth 96h = ?
  Pf growth 48h = ?

CCn1c(SCC(=O)Nc2nonc2C)nnc1-c1ccoc1C
  LmPK inh = -1%
  HCV inh = 9%
  Sm TGR inh = -20%
  Tb PYK inh = 4%
  Pf growth 96h = -15%
  Pf growth 48h = -3%

COc1cccc(/C=N\NC(=O)c2ccc(C)nc2)c1
  LmPK inh = -3%
  HCV inh = 17%
  Sm TGR inh = 1%
  Tb PYK inh = -4%
  Pf growth 96h = ?
  Pf growth 48h = 29%

Cc1[nH]c2ccc(-c3nnc(SCC(=O)N4CCCc5ccccc54)o3)cc2c1C
  LmPK inh = 6%
  HCV inh = ?
  Sm TGR inh = 0%
  Tb PYK inh = 0%
  Pf growth 96h = -25%
  Pf growth 48h = -6%

# Bioassay records: PubChem, National Center for Advancing Translational Sciences (NCATS)
